Assay outcomes from PubChem BioAssay.
CHRM1 PAM: potentiates human M1 receptor response to acetylcholine. P11229. CHO-K1 hM1, Fluo-8 calcium fluorescence, ACh EC20; 0% = ACh EC20, 100% = maximal ACh. activation, % at 3 µM. 360,000 tested, 0.088% active; in the data active means activation above about 19%, passing the limit was not always enough
Target sequence (P11229 whole entry, looked up): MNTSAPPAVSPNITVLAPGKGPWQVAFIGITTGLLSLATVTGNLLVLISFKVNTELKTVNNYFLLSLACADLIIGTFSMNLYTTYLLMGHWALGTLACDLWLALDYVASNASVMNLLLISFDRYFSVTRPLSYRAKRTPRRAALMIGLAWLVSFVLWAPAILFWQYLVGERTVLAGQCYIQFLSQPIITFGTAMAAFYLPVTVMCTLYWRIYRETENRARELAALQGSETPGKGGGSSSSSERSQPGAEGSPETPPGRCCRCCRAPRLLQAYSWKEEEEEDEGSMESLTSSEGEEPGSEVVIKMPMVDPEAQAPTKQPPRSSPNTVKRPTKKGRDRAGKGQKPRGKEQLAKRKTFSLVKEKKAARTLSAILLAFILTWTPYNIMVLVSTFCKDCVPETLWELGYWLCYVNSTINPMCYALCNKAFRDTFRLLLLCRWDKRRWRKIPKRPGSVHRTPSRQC
CHO parental Ca: counter-screen: ATP calcium response change in parental CHO cells. parental CHO-K1, ATP-induced calcium, Fluo-8 fluorescence. inhibition, % at 5.6 µM. 330,000 tested, 0.63% active. AID 463079;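 active means inhibition above that plate's mean sample inhibition plus 3 SD, cut at about 26% in these data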;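 further: 0% = ATP-challenged DMSO wells and 100% = DMSO wells without ATP; some compounds past the cut are filed as inactive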
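Measured by: calcium-sensitive Fluo-8 fluorescence / Test system: CHO parental line / Controls: ATP-challenged DMSO wells low, unchallenged DMSO wells high / Measure: % inhibition / Compound: single nominal dose of 5.6 µM per compound / Replicates: single well per compound, no replicates / Reagent: ATP as calcium-mobilizing challenge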
CHO-K1 Ca PAM: M1 PAM counterscreen hit in parental CHO-K1 cells; 360,000 tested, 0.02% active; activation, % at 3 µM; ATP EC20, Fluo-8 calcium fluorescence; 0% at ATP EC20, 100% at ATP max;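 active means activation above the run cutoff, the mean activation of all test compounds plus 3 SD, cut at about 40% in these data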;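 further: peak over basal fluorescence ratio in a 140 s read after ATP addition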
TAAR1 ag: agonists of human TAAR1 | CHO RD-HGA16 TAAR1, Fluo-8 calcium fluorescence; vehicle wells 0%, saturating PEA agonist 100% | activation, % at 3 µM | 360,000 tested, 0.99% active | AID 624467;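 active means activation above the mean activation of all test compounds in the run plus 3 SD, cut at about 38% in these data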
Target sequence (Q96RJ0 whole entry, looked up): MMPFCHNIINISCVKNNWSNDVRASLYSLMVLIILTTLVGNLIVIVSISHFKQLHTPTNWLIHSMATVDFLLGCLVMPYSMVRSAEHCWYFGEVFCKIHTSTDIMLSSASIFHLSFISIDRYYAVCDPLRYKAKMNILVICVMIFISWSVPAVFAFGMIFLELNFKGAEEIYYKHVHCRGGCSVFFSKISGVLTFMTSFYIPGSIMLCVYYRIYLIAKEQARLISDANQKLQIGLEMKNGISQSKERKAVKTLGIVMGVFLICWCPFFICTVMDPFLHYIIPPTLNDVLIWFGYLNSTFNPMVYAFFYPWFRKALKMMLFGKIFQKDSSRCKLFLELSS
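Test system: RD-HGA16 (CHO) cells co-expressing Gα16 and hTAAR1 | Doses: Single dose, 3 µM | Schedule: 17-24 h seeding, 75 min 37 °C dye, 30 min RT | Evaluation: % activation from peak over basal fluorescence ratio, DMSO-to-PEA scaled | Technique: Kinetic Fluo-8 calcium fluorescence | Benchmarks: Low control DMSO, high control PEA (EC100)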
CHRM1 antagonist: human CHRM1 antagonism | P11229 | inhibition, % at 3 µM | 360,000 tested, 1.3% active | CHO-K1 hM1, Fluo-8 calcium fluorescence, ACh EC80 antagonist;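 active means percent inhibition above its own plate's cutoff, namely the mean of that plate's compound wells plus 3 SD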;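 further: peak over basal fluorescence ratio during 140 s after agonist addition; 0% = ACh EC80 plus DMSO and 100% = DMSO alone without agonist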
M1 ag parental: counter-screen for M1 agonists: effect in parental CHO-K1 cells | Fluo-8 calcium fluorescence; scaled to maximal ATP response, vehicle zero | activation, % at 3 µM | 360,000 tested, 0.48% active | AID 602248; in the data active means activation above about 15%;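 further: untransfected CHO-K1 host cells lacking M1 receptor as counterscreen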
M1 ag: agonists of human M1 muscarinic receptor | P11229 | CHO-K1 hM1, Fluo-8 calcium fluorescence, agonist mode; 0% DMSO, 100% acetylcholine EC100 | activation, % at 3 µM | 360,000 tested, 0.33% active | AID 588814;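 active means activation above the run's mean compound activation plus 3 SD, cut at about 16% in these data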;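 further: peak over basal fluorescence ratio within a 140 s kinetic read after compound addition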
CHO-K1 Ca antag: M1 antagonist counterscreen hit in parental CHO-K1 cells | ATP-induced calcium, Fluo-8 fluorescence | inhibition, % at 3 µM | 360,000 tested, 0.6% active;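 active means inhibition above a per-plate cutoff, the plate's mean sample inhibition plus 3 SD, cut at about 24% in these data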;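 further: 0% = DMSO plus EC80 ATP and 100% = DMSO alone without ATP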
TAAR1 antagonist: human TAAR1 antagonism. Q96RJ0. CHO RD-HGA16 TAAR1, Fluo-8 calcium fluorescence, antagonist. inhibition, % at 3 µM. 360,000 tested, 1.5% active. AID 624466;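 active means inhibition above a per-plate cutoff, the mean inhibition of test compounds on that plate plus 3 SD, cut at about 49% in these data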;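 further: 0% = DMSO plus EC80 beta-PEA response and 100% = DMSO alone without agonist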
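test system = CHO RD-HGA16 cells bearing hTAAR1 | replication = singlicate | controls = DMSO-only wells and EC80 β-PEA-stimulated wells | reagent = EC80 β-phenethylamine stimulus | read-out basis = percent inhibition of PEA-evoked calcium signal, max/basal emission ratio | schedule = seeding 17-24 h prior, 75-min 37 °C, 30-min RT dye loading | signal = kinetic Fluo-8 calcium fluorescence measurement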
The depositor's hits bear a star; . = not tested or not shown.

SMILES	CHRM1 PAM	CHO parental Ca	CHO-K1 Ca PAM	TAAR1 ag	CHRM1 antagonist	M1 ag parental	M1 ag	CHO-K1 Ca antag	TAAR1 antagonist
CC(C)N(C(=O)CSc1nn2c(=O)c(C(C)(C)C)nnc2s1)c1ccccc1	7	-35	17	5	-10	0.1	-4	-9	12
CCOC(=O)C1CCCN(S(=O)(=O)c2ccc(OC)cc2)C1 (stereo not given)	-4	-10	-5	4	17	0.5	-6	-6	-4
CCOC(=O)[C@]12CCC=C1N(CCC1=CCCCC1)C(=O)[C@H](CC(=O)NCc1cccc(C(F)(F)F)c1)C2	.	.	14	0	.	0.1	.	-20	-17
Cc1cc2c(c(C)c1CCO[C@@H]1O[C@H](CO)[C@@H](O)[C@H](O)[C@H]1O)C(=O)[C@@H](C)[C@@H]2O	1	-3	24	4	-3	1.1	-4	-16	-3
Nc1ccc2c(c1)COc1ccccc1O2	5	-2	26	1	-11	0.5	-7	-19	6
O=C1NC(=Nc2ccccc2)S/C1=C\C=C\c1ccco1	7	-10	20	-1	-11	0.2	-3	-12	14
Cc1cc(C(=O)Nc2ccccc2C(=O)O)c(C)o1	12	5	-11	-1	-10	-0.2	-1	-13	6
Cc1ccc(NP(=O)(c2ccc(N(C)C)cc2NC(=O)c2cccs2)N2CCOCC2)cc1Cl (stereo not given)	-1	-22	29	2	3	0.9	-4	-7	-71
COc1ccc(S(=O)(=O)N2CCCOC2CNC(=O)C(=O)NCCO)cc1 (stereo not given)	5	.	10	4	-11	0.6	-1	-6	-11
CCOC(Cn1cc([N+](=O)[O-])c(=O)[nH]c1=O)OCC	4	.	3	1	-3	0.2	-2	-3	-11
O=C(COC(=O)c1cccc(-n2cnnn2)c1)c1ccc(F)c(F)c1	-6	.	-6	7	2	2.3	-3	9	-8
Nc1nc(-c2ccccc2)c(CCCOc2ccc([N+](=O)[O-])cc2)c(=O)[nH]1	-5	.	5	0	2	0.2	1	-7	15
O=S1(=O)CCOC(CO)CN1Cc1ccc(Cl)c(Cl)c1 (stereo not given)	6	-7	4	2	-8	0.6	-2	-8	-16
S=C(Nc1cccc(Cl)c1)N1CCN(Cc2ccccc2)CC1	2	-16	-2	3	-1	0.0	-2	-5	-3
CCOc1ccc(-c2nnc3ccc(SCC(=O)N4CCN(c5ccccc5)CC4)nn23)cc1	1	.	5	-2	-5	0.8	-5	-11	-9
O=S(=O)(NC1CCCCC1N1CCOCC1)c1ccc(Cl)cc1 (stereo not given)	12	-18	18	0	1	0.1	-12	-1	16
CCOc1ccc(-c2nnn(CC#N)n2)cc1OC	7	-6	16	6	-20	0.1	-5	-13	-11
O=C(NCc1cccs1)c1ccc2c(c1)ncn2C1CCCC1	9	-13	24	2	-7	6.7	-7	-8	0
CCC(=O)c1ccc(OCC(=O)N2CCN(S(=O)(=O)c3ccc(Cl)s3)CC2)cc1	2	-17	1	10	-3	5.9	-3	-17	-17
Cn1cccc1C(=O)NC(=O)COC(=O)Cc1coc2ccc3ccccc3c12	2	4	-6	7	6	0.0	-1	4	10
CCOc1ccc(NS(=O)(=O)c2coc(C(N)=O)c2)cc1	4	-10	30	4	-15	-0.1	-1	-8	-16
CC1(C)CC(=O)C(N=Nc2c(Cl)cc(Cl)cc2Cl)=C(O)C1	5	-12	13	6	-11	0.2	-4	-3	4
O=C(Cn1cc(C(F)(F)F)cc(Cl)c1=O)Nc1ccc(N2CCOCC2)cc1	3	-3	14	3	-6	7.9	-4	-12	-3
FC(F)(F)c1ccccc1NC(=S)Nc1cccc(Cl)c1	0	0	22	15	-1	1.0	-3	-4	7
CCCCCn1ccc(=N)cc1	0	15	13	19	4	0.5	-5	-4	-11
The results go on.
SMILES	CHRM1 PAM	CHO parental Ca	CHO-K1 Ca PAM	TAAR1 ag	CHRM1 antagonist	M1 ag parental	M1 ag	CHO-K1 Ca antag	TAAR1 antagonist
Cc1nnn(C23CC4CC(CC(CC(=O)Nc5cccc(F)c5)(C4)C2)C3)n1	1	-16	-2	0	-6	1.7	-1	-7	-20
O=C(C[C@H]1C/C=C\C[C@H](NC(=O)OCC2c3ccccc3-c3ccccc32)C(=O)OC[C@H](Cc2ccccc2)NC1=O)N[C@H](CO)Cc1ccccc1	0	-12	12	2	-9	0.0	-8	-17	-2
Cc1ccc(OCc2nc(-c3ccc(-n4cccc4)cc3)no2)cc1C	14	-1	-10	1	-3	0.1	2	13	5
O=C(CN1C(=O)C2CC=CCC2C1=O)Nc1nccs1 (stereo not given)	1	5	23	14	0	-0.1	-3	-19	2
COc1ccc(Nc2cccc(Cl)c2)c(C(=O)O)c1	6	-3	19	0	-3	0.5	-1	-8	-15
CC(=O)Nc1ccc(Nc2c3c4c(cccc4n(C)c2=O)C(=O)c2ccccc2-3)cc1	2	-15	18	7	0	2.3	-4	-6	6
COc1ccc(CCn2c(C(C)C)nc3oc4ccccc4c(=O)c3c2=O)cc1	12	-28	21	-1	-25	5.2	0	-13	3
COCc1cc(C)n(CC(=O)Nc2c(C)cccc2C)c(=O)c1C#N	6	-5	10	1	-6	0.5	-5	-3	5
COc1ccccc1/C=N/NC(=O)c1c(-c2ccccc2)noc1C	14	-21	15	-4	-13	3.6	-6	-21	5
Nc1cc2c(cc1Cl)-c1ccc(Cl)cc1C2	9	.	10	-1	-13	0.7	-3	-3	-19
O=C(c1cc(Cl)nc2ccccc12)N(Cc1nnc(-c2ccccc2Cl)o1)C1CC1	-2	-22	11	5	3	4.3	-3	0	23
CCOC(=O)c1ccc(NC(=O)CSc2n[nH]c(-c3ccncc3)n2)cc1	4	2	16	1	-6	2.8	-3	-6	-6
COc1cc2cc(C(c3nnnn3C(C)(C)C)N3CCc4ccccc4C3)c(=O)[nH]c2cc1OC (stereo not given)	-8	-17	10	34	10	3.6	-6	-11	-28
CCOC(=O)N1CCN(CC(O)COCc2ccccc2)CC1 (stereo not given)	-12	-1	21	10	17	1.7	-7	-10	-14
COCCNCC(=O)N1c2ccccc2Sc2ccccc21	-29	5	-8	4	90*	0.0	-9	0	-4
COc1ccc(C2/C=C\CC(OCc3ccccc3)CC(=O)N2Cc2cccc(F)c2)cc1 (stereo not given)	8	-20	2	2	-16	0.0	-4	7	22
C/C(=N\n1cnnc1)c1ccccc1	3	-8	8	2	-3	0.3	-2	-11	-4
COc1cccc(OC(C)c2ccnc3nc(/N=C/N(C)C)nn23)c1 (stereo not given)	10	-11	8	1	-5	0.1	-6	-4	9
CCN(CC)C(C(=O)Nc1ccc2c(c1)OCO2)c1ccccc1 (stereo not given)	0	-12	-10	-1	8	0.3	-13	4	-6
O=C(Nc1ccccc1C(=O)N/N=C/c1ccncc1)c1ccccc1	5	-15	11	4	-8	2.3	-6	-8	10
COc1ccc(C(=O)n2nc(C#N)c(C#N)c2N)cc1	3	1	-1	0	0	8.9	-2	12	-2
O=C(O)CCCn1ccc2cc(S(=O)(=O)N3CCCC3)ccc21	3	-3	20	1	-6	0.7	-5	-18	-23
Cc1ccc(C#N)c(SCc2ccccc2[N+](=O)[O-])n1	4	-14	13	8	-3	-0.8	-13	-8	-4
CC(=O)Nc1cc[n+](C(C)C(=O)c2ccc(Br)cc2)cc1 (stereo not given)	-1	-6	9	6	6	0.6	-5	-7	15
CCOc1ccc(CN(C)CC(=O)NNC(=O)c2ccc(Cl)cc2)cc1OC	-7	-24	-13	0	12	-0.3	-4	19	-2

6 entries picked at random from the list so far:
SMILES	CHRM1 PAM	CHO parental Ca	CHO-K1 Ca PAM	TAAR1 ag	CHRM1 antagonist	M1 ag parental	M1 ag	CHO-K1 Ca antag	TAAR1 antagonist
CC(=O)Nc1ccc(Nc2c3c4c(cccc4n(C)c2=O)C(=O)c2ccccc2-3)cc1	2	-15	18	7	0	2.3	-4	-6	6
CCN(CC)C(C(=O)Nc1ccc2c(c1)OCO2)c1ccccc1 (stereo not given)	0	-12	-10	-1	8	0.3	-13	4	-6
O=C(C[C@H]1C/C=C\C[C@H](NC(=O)OCC2c3ccccc3-c3ccccc32)C(=O)OC[C@H](Cc2ccccc2)NC1=O)N[C@H](CO)Cc1ccccc1	0	-12	12	2	-9	0.0	-8	-17	-2
COc1cc2cc(C(c3nnnn3C(C)(C)C)N3CCc4ccccc4C3)c(=O)[nH]c2cc1OC (stereo not given)	-8	-17	10	34	10	3.6	-6	-11	-28
Cc1nnn(C23CC4CC(CC(CC(=O)Nc5cccc(F)c5)(C4)C2)C3)n1	1	-16	-2	0	-6	1.7	-1	-7	-20
Nc1cc2c(cc1Cl)-c1ccc(Cl)cc1C2	9	.	10	-1	-13	0.7	-3	-3	-19

(further entries)
SMILES	CHRM1 PAM	CHO parental Ca	CHO-K1 Ca PAM	TAAR1 ag	CHRM1 antagonist	M1 ag parental	M1 ag	CHO-K1 Ca antag	TAAR1 antagonist
O=c1[nH]cc(Cc2ccccc2)c(=O)[nH]1	11	.	14	2	-19	-0.1	0	3	-15
CCCCOC(=O)C1=C(C)Nc2nnnn2C1c1ccc(OC)c(OC)c1OC (stereo not given)	4	-7	-2	14	-6	0.3	-4	-1	0
CC(C)(C)Nc1c(-c2ccc(O)cc2)nc2ccc(Cl)cn12	2	-21	15	-1	-4	0.6	-4	-15	-1
COc1ccc(OC)c(CN2CCN(C(=O)CCC(=O)c3cccs3)CC2)c1	7	-28	10	0	-15	1.2	-6	-13	-12
Cc1ccc(-c2nnc3ccc(SC(C)C(=O)O)nn23)cc1 (stereo not given)	1	-5	14	2	6	0.5	-2	-1	-11
O=C(NC12CC3CC(CC(C3)C1)C2)c1ccc(S(=O)(=O)N2CCOCC2)cc1	2	-2	10	5	-1	0.4	-3	-4	-8

Compound profiles, from the list above. Values in the order: CHRM1 PAM	CHO parental Ca	CHO-K1 Ca PAM	TAAR1 ag	CHRM1 antagonist	M1 ag parental	M1 ag	CHO-K1 Ca antag	TAAR1 antagonist
`O=S1(=O)CCOC(CO)CN1Cc1ccc(Cl)c(Cl)c1` (stereo not given) is listed as 6	-7	4	2	-8	0.6	-2	-8	-16
`COc1ccc(OC)c(CN2CCN(C(=O)CCC(=O)c3cccs3)CC2)c1` is listed as 7	-28	10	0	-15	1.2	-6	-13	-12
`COc1cccc(OC(C)c2ccnc3nc(/N=C/N(C)C)nn23)c1` (stereo not given) is listed as 10	-11	8	1	-5	0.1	-6	-4	9

Printed as active in CHRM1 antagonist, of those listed so far:
SMILES	CHRM1 PAM	CHRM1 antagonist
COCCNCC(=O)N1c2ccccc2Sc2ccccc21	-29	90*
